High-throughput results deposited in PubChem BioAssay by National Center for Advancing Translational Sciences (NCATS).
N370S GC mod: qHTS Assay for Inhibitors and Activators of N370S glucocerebrosidase as a Potential Chaperone Treatment of Gaucher Disease; Lysosomal acid glucosylceramidase (Homo sapiens), P04062; Potency, µM (titrated, usually from 59.4 µM), for the others: at the top dose activity change, negative = inhibition, hits mostly inhibitors; hit rate 0.092% among 330,000; N370S GC spleen homogenate, 4MU-glucoside fluorescence;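 further: 0% = full enzyme activity and -100% = no enzyme basal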
FEN1 inh: qHTS Assay for the Inhibitors of Human Flap endonuclease 1 (FEN1); P39748; Recombinant FEN1 flap cleavage, fluorescence, 15 min; Potency, µM (series often up to 114 µM), for the others: top-dose activity change, negative = inhibition, actives largely listed as inhibitors; hit rate 0.35% among 390,000; AID 588795, 2011; further: nearly all actives have a fitted effect of over 65% in size
Target sequence (P39748 whole entry, looked up): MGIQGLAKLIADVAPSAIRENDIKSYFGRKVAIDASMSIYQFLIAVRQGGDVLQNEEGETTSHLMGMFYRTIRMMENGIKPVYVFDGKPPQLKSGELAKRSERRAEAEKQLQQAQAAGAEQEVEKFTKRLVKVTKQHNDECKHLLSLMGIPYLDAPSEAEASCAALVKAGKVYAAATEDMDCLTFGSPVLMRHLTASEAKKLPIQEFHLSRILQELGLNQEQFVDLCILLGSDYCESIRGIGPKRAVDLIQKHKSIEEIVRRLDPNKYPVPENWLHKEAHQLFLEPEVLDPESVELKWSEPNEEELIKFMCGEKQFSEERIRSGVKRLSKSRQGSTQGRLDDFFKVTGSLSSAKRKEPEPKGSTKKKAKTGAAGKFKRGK
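FEN1 at 10 nM preincubated with compounds 15 min at room temperature, then flap DNA substrate added at 50 nM final. Signal read at 0 and 15 min; concentration-response fitted with four-parameter Hill equation.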
TDP1 inh: qHTS Assay for Inhibitors of Tyrosyl-DNA Phosphodiesterase (TDP1); Tyrosyl-DNA phosphodiesterase 1 (Homo sapiens), Q9NUW8; recombinant TDP1, AlphaScreen DNA substrate cleavage; Potency, µM (top dose mostly 130 µM), without a hit: at the top dose activity change, negative = inhibition, actives largely listed as inhibitors; hit rate 0.28% among 350,000; AID 485290, 2010; further: nearly all actives have a fitted effect of over 40% in size
Target sequence (Q9NUW8 whole entry, looked up): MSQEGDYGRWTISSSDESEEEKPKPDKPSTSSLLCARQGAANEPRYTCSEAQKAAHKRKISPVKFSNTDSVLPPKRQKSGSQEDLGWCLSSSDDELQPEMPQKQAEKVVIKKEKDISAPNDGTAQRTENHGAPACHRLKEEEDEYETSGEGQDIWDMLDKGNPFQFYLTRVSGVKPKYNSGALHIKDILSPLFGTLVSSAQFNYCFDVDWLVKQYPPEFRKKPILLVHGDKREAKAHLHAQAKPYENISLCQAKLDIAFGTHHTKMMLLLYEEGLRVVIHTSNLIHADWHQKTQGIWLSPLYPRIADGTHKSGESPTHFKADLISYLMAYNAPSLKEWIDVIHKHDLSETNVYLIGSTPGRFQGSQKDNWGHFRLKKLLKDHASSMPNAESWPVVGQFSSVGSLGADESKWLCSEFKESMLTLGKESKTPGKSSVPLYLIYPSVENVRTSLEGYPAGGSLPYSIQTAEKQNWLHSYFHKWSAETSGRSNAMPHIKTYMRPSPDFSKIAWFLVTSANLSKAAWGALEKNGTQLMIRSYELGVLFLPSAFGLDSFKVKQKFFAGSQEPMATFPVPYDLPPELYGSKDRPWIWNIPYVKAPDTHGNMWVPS
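Recombinant E. coli-expressed Tdp1 (1 nM) preincubated with compound 15 min at RT, then 5'-biotin/3'-phosphotyrosine-FITC DNA substrate (15 nM) added for 5 min. AlphaScreen beads (10 ug/ml) added, 10 min RT; tyrosine-FITC cleavage read as signal loss.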
* = called active by the depositor; ? = inconclusive; . = no result given; & = joins results of further samples; [ ] = dose if it differs, or a comment. The call rests on the fitted dose curve; in most records, active means well fitted curve in the direction sought with a large enough effect; inconclusive means small, poorly fitted or top-dose-only effect, or another doubt; inactive means no such curve, though single readings can be large; an effect the other way counts as inactive or inconclusive. Unless noted, on the % scale 0 is the no-effect control and ±100 the full control effect; potency means the concentration at half of the fitted maximal effect.

SMILES	N370S GC mod	FEN1 inh	TDP1 inh
COc1ccc(NC(=O)CN(C)S(=O)(=O)c2ccc3[nH]c4c(c3c2)CCCC4)cc1OC	.	?	2%
COc1cccc(C(O)CC(N)=O)c1 (stereo not drawn)	5%	-2%	4%
COC(=O)C1CSC(c2ccc(Cl)cc2)N1C(=O)c1ccccc1 (stereo not drawn)	28%	15%	5%
OC(COc1ccccc1)CN1CCOCC1 (stereo not drawn)	0%	-5%	5%
CN1c2ccccc2C(=O)/C(=C\Nc2ccc(F)cc2F)S1(=O)=O	6%	-1%	1%
CC(Oc1ccc(Cl)cc1Cl)C(=O)Nc1cccc(O)c1 (stereo not drawn)	6%	1%	5%
Cc1nc[nH]c(=O)c1Br	-9%	0%	3%
C=CCn1c(C)cc(C(=O)COC(=O)c2cncc(Br)c2)c1C	.	11%	9%
COc1cccc(NC(=O)CN(C)C(C)C(=O)Nc2cc([N+](=O)[O-])ccc2Cl)c1 (stereo not drawn)	4%	5%	3%
COc1ccc(N(CC(=O)NCc2cccnc2)S(=O)(=O)c2ccccc2[N+](=O)[O-])c(OC)c1	-6%	0%	6%
CCOc1ccc(OCC)c(NC(=O)C2CCN(c3cnccn3)CC2)c1	27%	17%&1%	6%&6%
Cc1c(CC(=O)O)c(=O)oc2cc(OCc3ccc(F)cc3Cl)ccc12	-3%	-16%	.

Taken from above:
In N370S GC mod, COc1ccc(N(CC(=O)NCc2cccnc2)S(=O)(=O)c2ccccc2[N+](=O)[O-])c(OC)c1 is listed with -6%
In TDP1 inh, CC(Oc1ccc(Cl)cc1Cl)C(=O)Nc1cccc(O)c1 (stereo not drawn) is listed with 5%

New compounds follow
SMILES	N370S GC mod	FEN1 inh	TDP1 inh
Cc1ccccc1N/C(SCc1ccc(Cl)cc1)=C(/C#N)C(=O)NCc1ccco1	3%	-19%	5%
CC(=O)c1cc2c(cc1N/C(=N/S(=O)(=O)c1ccccc1)c1ccc(Cl)cc1)OCO2	3%	-9%&1%	5%&-2%
O=C(CO/N=C1\CCCc2nonc21)Nc1ccccc1Cl	6%	7%	-3%
COc1cccc(NC(=O)Cn2c(=O)n(CCC(=O)NC3CCN(Cc4ccccc4)CC3)c(=O)c3ccccc32)c1	18%	-10%	.
Cn1c(C(=O)c2ccccc2[N+](=O)[O-])nc2ccccc21	-5%	16%	-1%
COc1cccc(/C=N/NC(=O)C(=O)NCc2ccco2)c1O	-12%	4%	9%
Cc1n[nH]c(=O)nc1NCCN(C)C	1%	10%	1%
COc1cc(C(CC(=O)NCc2ccccc2Cl)N2Cc3ccccc3C2=O)cc(OC)c1OC (stereo not drawn)	.	14%	3%
Cc1ccnc(SCC(=O)Nc2cccc(S(=O)(=O)N3CCOCC3)c2)n1	.	-2%	0%
COC(=O)C1=CO[C@@H](OC2OC(CO)C(O)C(O)C2O)[C@@H]2C(CO)=CC[C@H]12 (stereo partly drawn)	5%	-7%	-5%
Cn1c(=O)oc2cc(S(=O)(=O)N3CCC4(CC3)OCCO4)ccc21	4%	-16%	-2%
CCOc1ccc(-c2nonc2NC(=O)c2ccco2)cc1OCC	-9%	-5%&-7%	3%&7%
Cc1cc(OCC(=O)NCCCN2CCOCC2)c2c(C)cc(=O)oc2c1	1%	-13%	2%
COc1ccc(-c2csc(NC(=S)NC(=O)/C=C/c3ccc(C(C)C)cc3)n2)cc1OC	0%	-11%	7%
CCOC(=O)CSc1nc2sc3c(c2c(=O)n1CC)CCCC3	.	3%	0%[12.3 µM]
Cc1ccc(NC(=O)c2cccc(OCc3c(C)noc3C)c2)c(C)c1	10%	-6%	-2%
O=S(=O)(c1ccc2ccccc2c1)n1nc(-c2ccco2)nc1NCc1cccc(Cl)c1	.	-13%	1%
Cc1nnc(SCCCN2C(=O)c3ccccc3C2=O)o1	-10%	5%	7%
CC(C)c1ccc(/C=C2\NC(=O)NC2=O)cc1	-7%	-5%	-1%
COc1ccc(C(=O)Nc2ccccc2C(=O)Nc2cccc(C)n2)cc1	15%	3%	.
O=C(NC1CCCCC1)Oc1ccccc1	1%	7%	0%
CCOC(=O)c1c(C)c(-c2ccccc2)n(CC(=O)NCCCN(CC)CC)c1C	-9%	6%	1%
COc1cc(C(=O)Nc2cccc(NC(=O)c3ccccc3)c2)cc(OC)c1OC	-26%	41%[activator]	.
CCOc1ccc(NC(=O)COc2ccc3c(c2)CCC3)cc1OC	.	8%	2%
CCOC(=O)c1c(-c2ccccc2)csc1NC(=O)c1ccc(N2C(=O)CCC2=O)cc1	10%	-13%	3%
Cc1cccc(N=C2NC(=O)/C(=C/c3cccnc3)S2)c1	-3%	-9%	.
COC(=O)c1ccc2c(=O)[nH]c(COC(=O)c3c(-c4ccccc4Cl)noc3C)nc2c1	0%	11%	.
C=CCNC(=O)C1CCN(S(=O)(=O)CC)CC1	3%	-3%	-2%
CCc1ccc(NC(=O)C(C)Sc2nc(-c3ccco3)c(C#N)c(=O)[nH]2)cc1 (stereo not drawn)	5%	-20%	2%
COc1cccc(CNCCO)c1OCc1ccccc1	?	1%	5%
CC1=C(C(=O)OCc2ccccc2)C(c2cccc([N+](=O)[O-])c2)NC(=O)N1CCCCCC(=O)O (stereo not drawn)	-12%&-8%	-19%	3%&6%
COc1ccc(C2C3=C(CC(C)(C)CC3=O)Oc3ncn(CCO)c(=N)c32)cc1OC (stereo not drawn)	8%	4%	1%
Cc1cc(NC(=O)N2CCC(CN3CCCCCC3)CC2)ccc1Br	.	-6%	-4%
O=[N+]([O-])c1ncn(Cc2ccccc2Cl)n1	1%	-4%	3%
Cc1cnc(C(=O)OC(C)C(=O)c2c(C)[nH]c3ccccc23)cn1 (stereo not drawn)	-5%	-2%	.
CCc1nnc(NS(=O)(=O)c2ccc(NC(=O)/C=C/c3ccc(OC)cc3OC)cc2)s1	?	-20%	-5%
O=C(/C=C/c1ccccc1[N+](=O)[O-])NCc1cccnc1	1%	-1%	2%
Cc1ccc(S(=O)(=O)N2CCC(C(=O)Nc3nnc(-c4ccco4)s3)CC2)cc1	4%	-8%	-10%
CSc1nsc(SC)c1NC(=O)OC1CCCCC1	-6%	8%	1%
COc1ccc(C(=O)N2CCN(S(=O)(=O)c3ccc(C)cc3)CC2)cc1S(=O)(=O)N1CCOCC1	2%	-8%	5%
N#C/C(=N\Nc1cccc(F)c1)C(=N)N1CCCCCC1	-2%	-4%	7%
COc1ccc(CCNc2nc3ccccc3c3nc(-c4cccc(C)c4)nn23)cc1OC	.	-10%	2%
C/C(=N\NC(=O)c1ccccc1C)c1cccnc1	-13%	1%	.
Cc1ccc(S(=O)(=O)N(C)Cc2ccc(C(=O)N/N=C/c3ccc(OC(F)F)cc3)cc2)cc1	9%	-5%	6%
COc1cccc(Cn2cnc3c(sc4nc(C)cc(C)c43)c2=O)c1	-5%	-13%	6%
Oc1c(C=C2N=c3ccccc3=N2)sc(=S)n1-c1ccc2ccccc2c1	-9%	-12%	.
O=C(N[C@H]1CCC(=O)N([C@H](CSc2ccccc2)Cc2ccccc2)CC1)OCc1ccccc1	-11%	-21%&-15%	.
CCOC(=O)C1CCN(S(=O)(=O)c2cc(-c3cc(C)no3)ccc2OC)CC1	.	-1%	-3%
Cc1ccc(S(=O)(=O)N2CCC(NC(=O)c3ccccc3)CC2)cc1	13%	-8%	-2%
COc1ccc(Cl)cc1NC(=O)CN(C)Cc1cccs1	23%	?	-11%
Cc1nc(-c2cccs2)ccc1C(=O)O	-3%	-3%	0%
COc1ccc(-c2ccc3c(N)c(C(=O)Nc4cccc(C)c4)sc3n2)cc1	.	-2%	0%
O=C(O)c1ccc(S(=O)(=O)c2ccc3c(c2)C(=O)N(c2ccc(O)cc2)C3=O)cc1	-1%	17%	.
COc1cccc(-c2nn(-c3ccccc3)cc2/C=C(\C#N)C(=O)NCCCn2ccnc2)c1	?	-12%	11%
Cc1cccc(-n2ncc3c(N(CCO)CCO)ncnc32)c1	0%	0%	0%
COc1c(O)cc(O)cc1O	-2%	.	20µM*
COc1ccc(C2N=C(N)Nc3nc4ccccc4n32)cc1 (stereo not drawn)	.	12%	7%
Brc1ccc(-c2cnco2)cc1	4%	2%	3%
O[C@@](CCN1CCCCC1)(c1ccccc1)C1CCCCC1	-3%[21.6 µM]	.	?
Cc1ccc(C(=O)N(Cc2ccco2)c2ccccn2)cc1	.	1%	5%

(next part)
SMILES	N370S GC mod	FEN1 inh	TDP1 inh
CC1(C)CC(C(CC(=O)N2CCCC2)Cc2ccccc2)CCO1 (stereo not drawn)	13%	17%	0%
COc1cccc2sc(Nc3nc(-c4ccccn4)cs3)nc12	-3%	.	11%
CCC(C)C(Nc1ccc(C(=O)OC)cc1[N+](=O)[O-])C(=O)OC (stereo not drawn)	3%	-18%	5%
CC(C)CNC(=O)c1cccc(NC(=O)COc2ccc([N+](=O)[O-])cc2)c1	3%	-6%	-4%
COc1cc(Cl)ccc1OCc1cc(C(=O)NCCCN2CCCC2=O)no1	-3%	-9%	0%
CCOC(=O)N/N=C1/C[C@@H](O)[C@@H](O)[C@@H]2[C@@H]3C(=O)N(C(C)(C)C)C(=O)[C@H]3CC[C@H]12	0%[12.8 µM]	.	4%[21 µM]
CC(C)C1COS(=O)(=O)NC1CC(=O)SC(C)(C)C (stereo not drawn)	-13%	-3%	.
CC1=C(C(=O)O)N2C(=O)C(NC(=O)c3ccc(F)cc3)C2SC1 (stereo not drawn)	.	7%	1%
CC1(C(=O)NC2CCCCCCC2)CCC(=O)N1CCN1CCOCC1 (stereo not drawn)	-25%	-17%	-3%
COc1cccc(CNC(=O)CCn2c(=O)c3cccn3c3ccc(F)cc32)c1OC	.	13%	5%
COc1cc(C(C)=O)ccc1COc1ccc(C(=O)OC(C)C(=O)NC(N)=O)cc1OC (stereo not drawn)	1%	-4%	3%
CCN(CC(=O)NCc1cccs1)S(=O)(=O)c1ccc(F)c(F)c1F	4%	-2%	1%
CCOc1ccccc1NC(=O)CN(C)S(=O)(=O)c1ccc(C(=O)N2CCOCC2)s1	.	23%	1%
CC(=O)c1ccc(OC(=O)CN2C(=O)c3ccccc3C2=O)cc1	-4%	2%	.
Cc1cc(C)c(NC(=O)c2cc(S(=O)(=O)N3CCC4(CC3)OCCO4)ccc2F)c(C)c1	.	-5%	8%
Cc1cccnc1NC(=O)CSc1nnc(Cc2ccccc2)o1	3%	-12%	2%
COc1cc(COc2ccc3c(C)c(Cc4ccccc4)c(=O)oc3c2)cc(OC)c1OC	14%	-9%	-5%
CC1CCN(C(=O)CSc2nc(=O)n3ccccc3n2)CC1	-2%	-4%	.
COc1ccc(-c2nnn(CC(=O)N(CC3CCCO3)C(C(=O)NC(C)(C)C)c3ccco3)n2)cc1OC (stereo not drawn)	12%	3%	3%
O=C(Nc1ccc2[nH]c(=O)[nH]c2c1)c1ccc([N+](=O)[O-])o1	.	-24%	-19%
Cc1cccc(N(C(=O)c2csnn2)C(C(=O)NCc2ccccc2)c2ccncc2)c1 (stereo not drawn)	-16%	15%	0%
O=C(c1cccs1)N1CCC(c2ccccc2)C1 (stereo not drawn)	-4%	-8%	5%
COc1ccc(C(=O)N2CCOC2CNC(=O)C(=O)NCc2ccc3c(c2)OCO3)cc1 (stereo not drawn)	4%	-7%	6%
O=C(NC(=S)Nn1cnnc1)c1ccc(F)cc1Cl	-1%	-6%	9%

Compound profiles, from the list above:
Record of Cc1cccnc1NC(=O)CSc1nnc(Cc2ccccc2)o1 → N370S GC mod: 3%; FEN1 inh: -12%; TDP1 inh: 2%
Record of CC(=O)c1ccc(OC(=O)CN2C(=O)c3ccccc3C2=O)cc1 → N370S GC mod: -4%; FEN1 inh: 2%; TDP1 inh: .

Next part
SMILES	N370S GC mod	FEN1 inh	TDP1 inh
O=C(Nc1cccc([N+](=O)[O-])c1)Nc1cccs1	2%	-19%	6%
COc1ccccc1CNc1ccc(CNc2ncn[nH]2)cc1	-8%	12%	2%
COc1ccc(NC(=O)C2=C(C)Nc3ncnn3C2c2ccc[nH]2)cc1 (stereo not drawn)	.	-2%	-2%
CC(C)N1CCC2(CC1)C(C#N)=C(N)NC(S)=C2C#N	-19%	.	5%

Some of the entries so far, with values ahead of the structure:
N370S GC mod	FEN1 inh	TDP1 inh	mol
13%	17%	0%	CC1(C)CC(C(CC(=O)N2CCCC2)Cc2ccccc2)CCO1 (stereo not drawn)
.	7%	1%	CC1=C(C(=O)O)N2C(=O)C(NC(=O)c3ccc(F)cc3)C2SC1 (stereo not drawn)
.	23%	1%	CCOc1ccccc1NC(=O)CN(C)S(=O)(=O)c1ccc(C(=O)N2CCOCC2)s1
-4%	-8%	5%	O=C(c1cccs1)N1CCC(c2ccccc2)C1 (stereo not drawn)
.	-1%	-3%	CCOC(=O)C1CCN(S(=O)(=O)c2cc(-c3cc(C)no3)ccc2OC)CC1
4%	-7%	6%	COc1ccc(C(=O)N2CCOC2CNC(=O)C(=O)NCc2ccc3c(c2)OCO3)cc1 (stereo not drawn)
1%	-13%	2%	Cc1cc(OCC(=O)NCCCN2CCOCC2)c2c(C)cc(=O)oc2c1
